# Source: PubChem BioAssay (several laboratories)
# STAT3 blocker – reduces IL-6 driven STAT3 reporter signal | 190,000 compounds, 0.89% hits | U3A cells, IL-6 STAT3-luciferase reporter, luminescence; host cell line lacks STAT1 | inhibition, % at 5.5 µM;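 active means inhibition above the mean inhibition across all screened compounds plus 3 SD, cut at about 44% in these data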;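 further: 0% = DMSO only wells and 100% = 100 µM nifuroxazide control wells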
# PPARg SRC3 recr – PPARgamma-driven SRC-3 recruitment agonism | biochemical PPARgamma/SRC-3 coactivator recruitment assay | activation, % at 8 µM | AID 731 | 200,000 compounds, 0.26% hits; in the data active means activation above about 23%;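 further: 0% = DMSO and 100% = reference agonist; some compounds past the cut are filed as inactive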
# Target sequence (P37231 whole entry, looked up): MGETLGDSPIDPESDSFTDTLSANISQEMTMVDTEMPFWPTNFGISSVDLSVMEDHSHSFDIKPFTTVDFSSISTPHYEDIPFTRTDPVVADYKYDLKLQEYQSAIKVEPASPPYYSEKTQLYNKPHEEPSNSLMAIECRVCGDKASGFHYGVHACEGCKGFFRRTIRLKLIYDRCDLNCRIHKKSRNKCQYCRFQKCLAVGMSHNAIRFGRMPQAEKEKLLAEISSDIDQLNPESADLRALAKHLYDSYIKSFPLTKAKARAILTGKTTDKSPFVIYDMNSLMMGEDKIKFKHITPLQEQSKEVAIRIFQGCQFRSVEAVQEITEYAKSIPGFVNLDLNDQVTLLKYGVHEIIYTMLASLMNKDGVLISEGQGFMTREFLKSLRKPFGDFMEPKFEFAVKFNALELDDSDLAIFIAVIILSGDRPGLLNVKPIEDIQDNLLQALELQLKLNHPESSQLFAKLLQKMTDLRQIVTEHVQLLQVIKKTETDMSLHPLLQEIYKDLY
# PPARg SRC-1 ag – agonists of human PPARgamma SRC-1 coactivator recruitment | P37231 | PPARgamma-SRC-1 coactivator recruitment biochemical assay | AID 631 | activation, % at 8 µM | 200,000 compounds, 0.41% hits; in the data active means activation above about 19%;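 further: 0% = DMSO and 100% = reference agonist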
# TLR4 MyD88 comp – TLR4-MyD88 interaction inhibition in cells; HeLa CL3-4 TLR4/MyD88 BLA complementation, FRET ratio; inhibition, % at 8.4 µM; 200,000 compounds, 0.18% hits; AID 861; in the data active means inhibition above about 25%;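 further: 0% = vehicle and 100% = reference inhibitor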
# STAT1 blocker – STAT1 signaling inhibition. inhibition, % at 5.5 µM. 200,000 compounds, 0.35% hits. NIH 3T3 STAT1-luciferase reporter, IFN-gamma, luminescence. AID 920;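 active means inhibition above a set limit, the mean inhibition across all tested compounds plus 3 SD, cut at about 34% in these data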;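 further: 0% = IFN-gamma with DMSO and 100% = IFN-gamma with 300 µM nifuroxazide; values of inactives mirror those of a sister screen read the other way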
# ROMK primary – human ROMK K+ channel modulation, primary screen; Tet-inducible ROMK, thallium flux fluorescence; actives lie on both sides; AID 1918; 130,000 compounds, 2% hits; B-score at 10 µM; P48048;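 active means signal ratio slope over the read window, or its plate-corrected B-score, at least 3 SD from the plate mean, either direction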;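 further: B-score of the F/F0 ratio slope over 7 to 12 s after thallium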
# STAT3 activator – activators of IL-6 induced STAT3 signaling; U3A cells, IL-6 STAT3-luciferase reporter, luminescence; 100% = signal with IL-6 EC80 alone; 190,000 compounds, 0.91% hits; activation (% of control), % at 5.6 µM; AID 871;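 active means activation above the screen-wide mean of compound activation plus 3 SD, cut at about 130% in these data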;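 further: 0% = background luminescence of wells with medium and substrate only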
#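 system = STAT3-luciferase reporter U3A cells | reagent = IL-6 stimulus at 33 ng/mL final | timing = 1 h compound pre-exposure, 6 h IL-6 stimulation, 37 °C | measured by = luminescence | evaluation = % activation versus median of IL-6-stimulated wells | control set = IL-6-only wells as 100% reference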
# TR-FRET SRC-2 ct – counter-screen for PPARgamma SRC-2 recruitment agonists: TR-FRET artefact | stronger effect = higher value | TR-FRET ratio at 8 µM | 200,000 compounds, 0.4% hits | AID 1049; in the data active means TR-FRET ratio above about 2000; further: inactives centre near 1500
# S1P3 antag – blocks the human S1P3 receptor. Q99500. CHO S1P3 NFAT-BLA reporter, FRET fluorescence, antagonist mode. inhibition, % at 4.98 µM. 170,000 compounds, 0.27% hits;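 active means inhibition above the plate cutoff, the mean inhibition of test wells on that plate plus 3 SD, cut at about 28% in these data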;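 further: cells challenged with S1P at its EC80 of 0.8 µM; blue over green emission ratio from cleaved BLA substrate after 4 h stimulation; 0% = S1P-stimulated wells and 100% = unstimulated DMSO-only wells; some compounds past the cut are filed as inactive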
# Target sequence (Q99500 whole entry, looked up): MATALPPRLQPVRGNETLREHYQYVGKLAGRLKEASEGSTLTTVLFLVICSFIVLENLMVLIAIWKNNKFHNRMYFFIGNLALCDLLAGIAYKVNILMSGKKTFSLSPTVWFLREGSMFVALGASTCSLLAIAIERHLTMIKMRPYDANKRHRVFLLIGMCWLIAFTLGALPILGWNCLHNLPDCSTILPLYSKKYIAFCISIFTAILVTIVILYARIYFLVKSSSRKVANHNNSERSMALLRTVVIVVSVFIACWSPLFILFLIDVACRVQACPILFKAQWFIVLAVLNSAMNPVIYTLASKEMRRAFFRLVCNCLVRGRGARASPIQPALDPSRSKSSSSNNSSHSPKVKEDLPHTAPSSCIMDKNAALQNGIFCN
# RAM network inh – blocks the yeast RAM network. S. cerevisiae dse1pr::URA3 reporter, 5-FOA growth OD615, 2 d; analog-sensitive cbk1-as2 kinase mutant strain. inhibition, % at 50 µM. 190,000 compounds, 1.8% hits;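 active means inhibition above a set limit, 3 SD over mean compound inhibition, cut at about 8.4% in these data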;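 further: 0% = DMSO-only wells with no growth and 100% = 10 µM 1-NA-PP1 full growth; inhibition rescues growth on 5-FOA so higher OD means more RAM inhibition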
# PPARg SRC2 recr – PPARgamma-driven SRC-2 recruitment agonism. activation, % at 8 µM. PPARgamma LBD-SRC-2 recruitment, biochemical. 200,000 compounds, 0.34% hits; in the data active means activation above about 22%;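 further: 0% = vehicle and 100% = reference agonist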
# An asterisk follows results filed as active; x = no result given.
item	SMILES	PPARg SRC3 recr	STAT1 blocker	STAT3 blocker	S1P3 antag	ROMK primary	RAM network inh	PPARg SRC2 recr	PPARg SRC-1 ag	TR-FRET SRC-2 ct	STAT3 activator	TLR4 MyD88 comp
1	CCOC(=O)c1c(NC(=O)COC(=O)Cn2c(C)nc3ccccc32)sc2c1CCCC2	5	4	4	-11	x	-1.6	8	5	1554	96	-4
2	CCOc1ncccc1C(=O)N1CCCSC1=Nc1ccccc1OC	-4	-4	4	-16	0.3	2.0	2	-7	1674	101	7
3	O=C(CSc1nnc(CNc2ccc(F)cc2)n1-c1ccccc1)N1CCOCC1	-5	-4	-3	x	0.4	0.2	5	0	1493	103	3
4	Cn1cc(CN2CCN(CCc3ccccc3)C(CCO)C2)cn1 (stereo not drawn)	2	-5	3	-5	0.8	-0.5	9	6	1495	101	3
5	O=C(Nc1nc2ccc(S(=O)(=O)N3CCCCC3)cc2s1)c1cccnc1	-1	7	-9	x	1	1.4	3	2	1600	107	-6
6	CS(=O)(=O)N(Cc1ccccc1)c1ccc(C(=O)N2CCc3ccccc3C2)cc1	9	2	1	x	x	0.5	6	0	1510	103	0
7	CCOC(=O)c1cnc(SC)nc1Oc1cccc(NS(=O)(=O)c2ccc(C)cc2)c1	4	0	7	x	-0.031	7.6	10	2	1424	95	1
8	CCOc1ccc(N2CC(C(=O)Oc3ccccc3)CC2=O)cc1 (stereo not drawn)	14	-1	4	5	0.46	3.6	9	10	1765	99	2
9	COc1ccc2nc(SCc3cccc(C)c3)nc(C)c2c1	9	-33	-6	4	x	6.0	-2	-3	1730	105	4
10	COc1cc(C(=O)c2c(C)c(CCC#N)n3ccccc23)cc(OC)c1OC	2	20	20	-22	-0.26	4.7	2	1	1392	89	4
11	COc1ccccc1Nc1ncc(C(=O)Nc2ccc(OC)c(OC)c2)c2ccccc12	5	1	0	-2	1.3	1.6	8	-1	1742	98	2
12	Cc1ccc(NC(=O)c2cnn(-c3ccccc3)c2NC(=O)c2ccco2)cc1	-2	-6	4	-23	x	2.9	-6	-5	1635	100	0
13	O=C(O)C1CCN(C(=O)CSc2nc3ccccc3s2)CC1	4	2	7	-11	0.8	0.0	-4	-5	1448	103	7
14	O=C(c1cccs1)c1coc2ccc(O)c(CN(CCO)CCO)c12	-2	6	6	x	-0.32	-0.5	2	0	1602	101	-18
15	Cc1nn(C(=O)c2cccnc2)c(C)c1Sc1ccccc1	1	10	-2	-8	-0.84	-1.0	13	2	1527	100	-4
16	COC(=O)c1ccccc1NC(=O)C1CCCN(c2nnc(-n3cccc3)s2)C1 (stereo not drawn)	0	0	4	-9	x	2.7	-4	4	1492	97	5
17	CCN(CC)C(=O)c1[nH]cnc1C(=O)N[C@@H](CC(C)C)C(=O)OCc1ccccc1	-1	6	x	2	x	-1.4	6	5	1593	x	4
18	CCOC(=O)c1nn(-c2ccc(OCC)cc2)c2nc(-c3cccc(OC)c3)c(C#N)c(=O)n12	9	4	2	0	0.63	9.7*	4	1	1820	97	-2
19	C=CCSc1nc(C)c(Cc2cccc3ccccc23)c(=O)[nH]1	5	-2	21	2	0.31	4.2	3	1	1596	86	6
20	Cc1ccccc1NC(=S)N(CCCN1CCCCC1)Cc1ccco1	0	-5	9	-2	-1.1	0.0	-4	-4	1704	93	-7
21	CC(Oc1cccc(F)c1)C(=O)/C=C\N(C)C (stereo not drawn)	-4	1	5	x	x	-2.2	4	3	1607	102	-12
22	C/C(=N\OC(=O)c1ccc(Cl)c(Cl)c1)c1sc(C)nc1C	6	-10	18	x	x	x	6	4	1649	87	-1
23	Brc1ccc2cccnc2c1	0	-4	-5	x	x	1.5	2	-5	1731	105	18
24	COC(=O)c1nn(-c2ccccc2)c(Sc2ccc(Cl)cc2)c1/C=N/O	9	-2	13	x	x	2.7	3	-5	1676	98	6
25	NS(=O)(=O)c1ccc(CNC(=O)/C=C/c2c(Cl)cccc2Cl)cc1	-4	-7	16	x	x	2.8	-2	12	1428	93	0
26	Cc1onc(-c2ccccc2)c1C(=O)Nc1cccc2nsnc12	3	1	18	23	x	5.5	4	6	1516	87	16
27	COc1c(C)cccc1C(=O)Nc1ccc(N2CCOCC2)c(Cl)c1	3	-57	22	x	x	2.6	1	8	1551	87	2
28	Cc1cccc(C(C#N)c2nc3ccccc3nc2C(F)(F)F)c1 (stereo not drawn)	5	6	-13	x	x	x	6	6	1410	115	-3
29	CN(Cc1cccnc1)Cc1cn(C)nc1-c1ccc(Oc2ccccc2)cc1	3	16	4	-7	0.34	2.0	8	4	1761	101	-2
30	COc1cccc(CC2(CO)CCN(Cc3cccn3-c3cccnc3)CC2)c1	3	-2	3	-9	0.039	2.4	-1	2	1603	101	-4

# In the list so far, 2 contain a thiophene ring, fused or not.
item	SMILES	PPARg SRC3 recr	STAT1 blocker	STAT3 blocker	S1P3 antag	ROMK primary	RAM network inh	PPARg SRC2 recr	PPARg SRC-1 ag	TR-FRET SRC-2 ct	STAT3 activator	TLR4 MyD88 comp
1	CCOC(=O)c1c(NC(=O)COC(=O)Cn2c(C)nc3ccccc32)sc2c1CCCC2	5	4	4	-11	x	-1.6	8	5	1554	96	-4
14	O=C(c1cccs1)c1coc2ccc(O)c(CN(CCO)CCO)c12	-2	6	6	x	-0.32	-0.5	2	0	1602	101	-18

# New compounds follow:
item	SMILES	PPARg SRC3 recr	STAT1 blocker	STAT3 blocker	S1P3 antag	ROMK primary	RAM network inh	PPARg SRC2 recr	PPARg SRC-1 ag	TR-FRET SRC-2 ct	STAT3 activator	TLR4 MyD88 comp
31	O=C(CCCN1C(=O)CCC1=O)Nc1ccc2c(c1)OCO2	11	1	10	-14	x	1.1	2	3	1444	95	-2
32	Cn1nc(C(F)(F)F)c2cc(C(=O)NC3CC3)sc21	-4	-8	5	x	x	3.4	-3	4	1487	100	3
33	COc1ccc2c(C)cc(=O)[nH]c2c1	-4	-5	9	x	-0.7	0.3	10	-2	1484	98	-3
34	CCc1nc(C)cn1S(=O)(=O)c1cc([N+](=O)[O-])ccc1Cl	6	12	-6	-6	0.89	0.4	1	1	1566	107	5
35	Cc1nc2c(Cl)cc(Cl)cc2[nH]1	-12	-7	3	x	x	0.7	0	-3	1391	99	17
36	Cc1ccc(NC(=O)CCn2c(=S)oc3ccccc32)cc1	7	5	1	-8	-0.078	3.5	12	22*	1795	101	1
37	CC(=O)Nc1ccc(NC(=O)CC2Nc3cccc4cccc(c34)NC2=O)cc1 (stereo not drawn)	26*	8	-3	x	0.47	2.7	11	6	1572	110	0
38	CC(C)N1CCN(Cc2cc(F)ccc2-n2cccn2)CC1CCO (stereo not drawn)	-1	-2	3	-11	0.68	-0.2	2	-9	1694	108	-8
39	O=C(NO)c1ccccc1C(F)(F)F	-1	-8	3	-4	0.11	1.9	4	-6	1770	102	-3
40	Cc1ccc(S(=O)(=O)NNC(=O)C2CCN(S(=O)(=O)c3ccc(C)cc3)CC2)cc1	-6	-4	-16	x	x	0.1	1	5	1505	116	-4
41	CC1Cc2ccccc2N1C(=O)Cn1nc(C(=O)O)c2ccccc2c1=O (stereo not drawn)	4	6	8	-21	-0.61	2.9	6	-2	1831	99	-10
42	CCCC(=O)Nc1nc(C)c(C(C)=O)s1	21	-6	14	-15	-0.06	1.0	30*	35*	2441*	94	-6
43	O=C(CSCCc1ccccn1)Nc1cccnc1Cl	11	-11	5	x	-0.25	2.8	6	2	1585	99	-2

# Limited to TLR4 MyD88 comp and ROMK primary (7 entries from above):
cpd	SMILES	TLR4 MyD88 comp	ROMK primary
33	COc1ccc2c(C)cc(=O)[nH]c2c1	-3	-0.7
34	CCc1nc(C)cn1S(=O)(=O)c1cc([N+](=O)[O-])ccc1Cl	5	0.89
35	Cc1nc2c(Cl)cc(Cl)cc2[nH]1	17	x
36	Cc1ccc(NC(=O)CCn2c(=S)oc3ccccc32)cc1	1	-0.078
37	CC(=O)Nc1ccc(NC(=O)CC2Nc3cccc4cccc(c34)NC2=O)cc1 (stereo not drawn)	0	0.47
38	CC(C)N1CCN(Cc2cc(F)ccc2-n2cccn2)CC1CCO (stereo not drawn)	-8	0.68
39	O=C(NO)c1ccccc1C(F)(F)F	-3	0.11
